AmpC detergent: blocks E. coli AmpC beta-lactamase in detergent assay; AmpC hydrolysis of nitrocefin, absorbance 480 nm, 0.01% Triton; P00811; 370,000 tested, 0.041% active; AID 485294; Potency, µM (titrated, usually from 114 µM), for the others: at the top dose activity change, negative = inhibition, most hits filed as inhibitors;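 also: potency is read from the fitted curve at half-maximal effect; 0% = no-compound wells and -100% = no-enzyme wells; nearly all actives have a fitted effect of over 25% in size; some results filed as inactive show a strong effect at the top dose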
Target sequence (P00811 whole entry, looked up): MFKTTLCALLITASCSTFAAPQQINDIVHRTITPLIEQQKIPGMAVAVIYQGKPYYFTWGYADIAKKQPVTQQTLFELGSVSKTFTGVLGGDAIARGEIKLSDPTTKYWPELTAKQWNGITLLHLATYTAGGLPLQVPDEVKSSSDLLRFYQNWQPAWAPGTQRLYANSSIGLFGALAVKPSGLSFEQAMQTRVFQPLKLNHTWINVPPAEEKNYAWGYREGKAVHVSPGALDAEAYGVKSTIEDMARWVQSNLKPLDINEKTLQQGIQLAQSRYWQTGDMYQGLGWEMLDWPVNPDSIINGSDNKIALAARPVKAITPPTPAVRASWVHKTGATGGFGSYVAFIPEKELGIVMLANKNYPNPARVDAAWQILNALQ
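AmpC (5.3 nM in the dispensed reagent) in 20 mM phosphate pH 7.0 with 0.01% (detergent screen) or 0.0001% Triton X-100 was preincubated with compounds for 15 min at room temperature. Nitrocefin was then added from an 800 uM solution, and hydrolysis was followed at 480 nm.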
HCV inhibitor: blocks hepatitis C virus; Huh7.5.1 HCVcc-Cre infection, luciferase reporter, 44 h; Potency, µM (series often up to 41.8 µM), inactives show top-dose activity change, negative = inhibition, usual class: inhibitors; 340,000 tested, 3.4% active; AID 651820; also: potency is read from the fitted curve at half-maximal effect
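Luciferase read-out (15 sec integration) after a 15 min room-temperature substrate step quantifies HCVcc-Cre infection. Cells, 1,000 per well, had compound added 4 h post-plating, then virus at ~0.5 moi, and were cultured 44 h.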
Giardia FBPA inh: blocks Giardia fructose-bisphosphate aldolase activity | Potency, µM (highest dose often 59.6 µM), for inactives: at the top dose activity, negative = inhibition, most hits filed as inhibitors | 290,000 tested, 0.71% active | A8B2U2 | purified Giardia FBPA; also: potency is read from the fitted curve at half-maximal effect; nearly all actives have a fitted effect of over 55% in size
Target sequence (A8B2U2 whole entry, looked up): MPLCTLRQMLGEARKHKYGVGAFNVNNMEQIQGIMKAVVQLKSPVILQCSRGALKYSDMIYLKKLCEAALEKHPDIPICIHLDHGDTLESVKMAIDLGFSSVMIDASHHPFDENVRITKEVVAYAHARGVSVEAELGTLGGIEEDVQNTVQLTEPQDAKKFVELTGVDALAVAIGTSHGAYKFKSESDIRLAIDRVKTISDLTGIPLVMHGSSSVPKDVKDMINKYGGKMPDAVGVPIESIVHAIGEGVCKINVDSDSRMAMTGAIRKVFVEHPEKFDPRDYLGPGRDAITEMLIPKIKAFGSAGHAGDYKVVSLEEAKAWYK
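Giardia FBPA (40 nM reagent) was preincubated 10 min at RT with compound (up to 57.5 uM final), then substrate plus GAPDH/TPI/NAD/arsenate coupling system with diaphorase/resazurin was added; resorufin fluorescence (525/598 nm) was read after 20 min.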
Sm TGR inh: inhibitors of Schistosoma mansoni thioredoxin glutathione reductase; 360,000 tested, 3% active; AID 485364; purified TGR, DTNB reduction, TNB absorbance 405 nm; Potency, µM (titrated, usually from 114 µM), inactives show top-dose activity change, negative = inhibition, actives largely listed as inhibitors; also: potency is read from the fitted curve at half-maximal effect; nearly all actives have a fitted effect of over 60% in size
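First, TGR (20 nM dispensed) and NADPH were mixed with compound. Second, a 15 min room-temperature incubation followed. Third, further NADPH and then DTNB were added to start the reaction. Finally, TNB absorbance was monitored kinetically.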
HCMV inh: inhibitors of human cytomegalovirus; HFF cells, HCMV-luciferase reporter, 72 h; stronger effect = lower value; activity change, negative = inhibition, % at 57.5 µM; 410,000 tested, 4.5% active; in the data active = activity change below about -60%; inconclusive = no clear call, values can overlap the other calls; inactive = above about -39%
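Two-dose cell screen: HFF monolayers treated with compounds and infected with luciferase-expressing HCMV at 1 PFU/cell, 72 h at 37C, then lysed for luciferase measurement.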
AmpC no deterg: blocks E. coli AmpC beta-lactamase in detergent-free assay; Potency, µM (highest dose often 57.1 µM), for inactives: at the top dose activity change, negative = inhibition, actives largely listed as inhibitors; P00811; 330,000 tested, 0.52% active; AmpC nitrocefin hydrolysis, absorbance 480 nm, 0.0001% Triton;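 also: potency is read from the fitted curve at half-maximal effect; plate controls were no compound for no effect and no enzyme for full effect; nearly all actives have a fitted effect of over 20% in size; some results filed as inactive show a strong effect at the top dose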
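AmpC (5.3 nM in the dispensed reagent) in 20 mM phosphate pH 7.0 with 0.01% (detergent screen) or 0.0001% Triton X-100 was preincubated with compounds for 15 min at room temperature. Nitrocefin was then added from an 800 uM solution, and hydrolysis was followed at 480 nm.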
Active calls of the source: *; ? = inconclusive; nt = no result given; [ ] = dose if it differs, or a comment. Unless noted, calls follow the shape of the dose curve; as a rule, active = well fitted curve in the direction sought with a large enough effect; inconclusive = small, poorly fitted or top-dose-only effect, or another doubt; inactive = no such curve, though single readings can be large; an effect the other way counts as inactive or inconclusive. Unless noted, % is scaled to controls: 0 for no effect and ±100 for the full control effect.

SMILES	AmpC detergent	HCV inhibitor	Giardia FBPA inh	Sm TGR inh	HCMV inh	AmpC no deterg
COc1ccccc1-c1c(C(F)(F)F)oc2cc(OCC(=O)Nc3ccccc3C(F)(F)F)ccc2c1=O	2%	0%	0%	-10%	-7	-2%
O=S(=O)(c1ccc(OC(F)(F)F)cc1)N1CCCC(c2ccccc2)C1 (stereo not drawn)	4%	10%	-10%	-6%	51	-4%
CC(=O)Nc1cc2cc(NS(=O)(=O)c3ccc(Cl)cc3)ccc2oc1=O	-4%	16%	0%	2%	14	?
CCc1ccc(Oc2c(C(F)(F)F)oc3c(CN4CCCC(C)C4)c(O)ccc3c2=O)cc1 (stereo not drawn)	26%	nt	nt	5%	-16	nt
C=CCNC(=O)C12CC3(C)CC(C)(CC(C)(C3)C1)C2	2%	3%	1%	3%	nt	22%
COc1ccc(CNC(=O)Cc2c(C)c3cc4c(C)coc4cc3oc2=O)cc1OC	3%	nt	nt	-1%	-37	nt
C=CCn1c(SCc2nc(N)nc(N(C)C)n2)nnc1-c1cccnc1	3%	25%	1%	0%	35	-5%
CC(C)OC(=O)c1ccc(N2CCN(c3ccc(F)cc3)CC2)nc1	6%	?	7%	12%	?	-1%
Cn1c(Cl)cnc1C1CC(=O)c2cc(Cl)ccc2O1 (stereo not drawn)	9%	?	-7%	-22%	-96*	0%
Cc1ccc2nc(C)c3c(c2c1)N(c1ccc(F)cc1)CC3	-2%	?	5%	2%	?	10%
CCCCn1c(=O)nc2n(-c3ccc(OC)cc3)c3ccccc3cc-2c1=O	-1%	-8%	5%	-1%	?	1%
CCC(=O)N1CCN=C1SCc1ccccc1	-12%	0%	0%	-4%	37	-7%
Cc1ccc(NC(=O)c2ccc(S(=O)(=O)NCc3cccnc3)cc2)cc1C	-6%	-22%	6%	9%	3	-46%
CC(=O)Nc1ccc(C2=NNC(=NCC3CCCO3)SC2)cc1 (stereo not drawn)	-13%	-2%	-6%	-1%	4	-15%
Cc1cccc(NC(=O)CCNS(=O)(=O)c2ccc3[nH]c(=O)oc3c2)c1	2%	17%	nt	6%	7	-20%
COc1ccc(Cl)cc1S(=O)(=O)N1CCC(C(=O)NCCC2=CCCCC2)CC1	4%	-10%	nt	-22%	6	175%[activator]
O=C(Oc1ccc(Cl)cc1)N1CCCCC1	0%	-12%	4%	-3%	-2	-7%
Cc1ccn(-c2cccc(-n3ccc(C)n3)n2)n1	?	11%	-8%	-7%	65	-13%
Cc1ccc(C(=O)CC(=O)c2ccccc2)cc1	?	4%	-23%	-9%	61	-21%
COc1ccccc1C(=O)NCC(C)(C)CN=C1NS(=O)(=O)c2ccccc21	?	-1%	-2%	2%	-3	44%
COc1ccc(N(CC(=O)NC2CCCC2)C(=O)c2csnn2)cc1	-7%	2%	3%	4%	39	-12%
CCOC(=O)C1=C(CN2CCSCC2)NC(=O)NC1c1cccc([N+](=O)[O-])c1 (stereo not drawn)	0%	?	-22%	6%	8	-7%
CCOc1ccc(OCc2cccc(C(=O)N(CC)CC)c2)cc1	-2%	?	-7%	-8%	58	59%
COCCNC(=O)/C(C#N)=C/c1ccc(OCC(=O)NC2CCCCC2)cc1	3%	18%	2%	-20%	16	38%
O=S1(=O)CCN2C(c3ccc4c(c3)CCCC4)=CSC2=N1	-1%	13%	0%	-22%	34	-12%

A run of entries taken from the entries so far:
SMILES	AmpC detergent	HCV inhibitor	Giardia FBPA inh	Sm TGR inh	HCMV inh	AmpC no deterg
COc1ccccc1-c1c(C(F)(F)F)oc2cc(OCC(=O)Nc3ccccc3C(F)(F)F)ccc2c1=O	2%	0%	0%	-10%	-7	-2%
O=S(=O)(c1ccc(OC(F)(F)F)cc1)N1CCCC(c2ccccc2)C1 (stereo not drawn)	4%	10%	-10%	-6%	51	-4%
CC(=O)Nc1cc2cc(NS(=O)(=O)c3ccc(Cl)cc3)ccc2oc1=O	-4%	16%	0%	2%	14	?
CCc1ccc(Oc2c(C(F)(F)F)oc3c(CN4CCCC(C)C4)c(O)ccc3c2=O)cc1 (stereo not drawn)	26%	nt	nt	5%	-16	nt

Next part:
SMILES	AmpC detergent	HCV inhibitor	Giardia FBPA inh	Sm TGR inh	HCMV inh	AmpC no deterg
CCOC(=O)C1CCN(CCC(=O)Nc2ccc(OC)cc2)CC1	1%	nt	nt	-2%	10	nt
Cc1cc(C(F)(F)F)nc(-n2cc(-c3ccccc3)nn2)n1	-2%	23%	3%	6%	7	-1%
c1ccc(-c2c(-c3ccccc3)n(Cc3ccco3)c3ncnc(NCCCn4ccnc4)c23)cc1	-7%	?	2%	-23%	nt	179%[activator]
C=C1C/C(=C/C)C(=O)O[C@@H]2CCN3CC=C(COC(=O)[C@]1(C)O)[C@H]23	-10%	-7%	3%	-27%	0	-5%
CN(Cc1ccc(OCC(O)CN2CCCCC2)cc1)Cc1ccnc2ccccc12 (stereo not drawn)	1%	5.6µM*	-2%	7%	-66*	77%[activator]
COc1ccc(CCn2c(C)c(C(C)=O)c3cc(OC(=O)c4ccco4)ccc32)cc1OC	2%	-14%	-15%	-10%	17	8%
COc1ccc(CN2CCN(C3CCSCC3)CC2CCO)c(C)c1C (stereo not drawn)	11%	-12%	0%	35µM*	18	25%
Cc1ccc(CCNC(=O)c2ccc(CSCc3ccc(C)cc3)o2)cc1	0%	nt	nt	-6%	-27	nt
O=C(NCc1ccco1)/C(=C/c1cccc(C(F)(F)F)c1)c1nc2ccccc2[nH]1	?	16µM*	-13%	0%	-100*	-44%
COc1ccccc1NC(=O)CSc1nc2ccccc2c(=O)n1CC1CCCO1 (stereo not drawn)	-1%	-8%	0%	0%	-18	25%
COc1ccc(CCN2CNc3c(c(=O)n(C)c(=O)n3C)C2)cc1OC	-12%	-11%	-12%	-8%	42	-11%
CCC(=O)NC(=S)Nc1ccc(-c2nc3ccccc3s2)cc1	-10%	1%	0%	5%	78	-17%
CSCCC(NS(=O)(=O)c1cccs1)C(=O)Nc1ccc(C)c(Cl)c1 (stereo not drawn)	5%	nt	nt	5%	-7	nt
COc1cc(/C=C/C(=O)OCC(=O)c2c(N)n(C)c(=O)n(C)c2=O)ccc1O	-3%	-17%	-5%	nt	-12	-13%
Cc1ccc2c(c1)N(CC(=O)NC1CCC(C)CC1)C(=O)c1cccnc1O2 (stereo not drawn)	-8%	-16%	4%	5%	-2	18%
O=C(C(=O)N1CCOCC1)c1cn(CCOc2ccccc2)c2ccccc12	9%	-13%	0%	nt	-1	221%[activator]
Cc1cc2nnn(-c3nnc(-c4ccccc4)c4ccccc34)c2cc1C	-3%	-5%	2%	12%	-14	-9%
CC(=O)c1c(C)[nH]c(C(=O)OCC(=O)N(C)C)c1C	-10%	19%	nt	8%	-2	-3%
COc1cccc(C2Nc3cc(Cl)c(S(N)(=O)=O)cc3S(=O)(=O)N2)c1 (stereo not drawn)	-4%	29%	-9%	2%	38	-6%
CC(NC(=O)COC(=O)c1cc(=O)[nH]c2ccccc12)c1ccccc1 (stereo not drawn)	-2%	-5%	10%	13%	0	-10%
O=C(CSc1nc2ccccc2[nH]1)NCCCn1ccnc1	-10%	4%	1%	5%	77	-17%
CCN(Cc1ccccc1)C(c1cc2ccc(C)cc2[nH]c1=O)c1nnnn1CCOC (stereo not drawn)	-3%	-1%	-2%	-25%	14	67%[activator]
O=C(O)/C=C/c1cccc(OCc2ccccc2)c1	?	2%	30%	6%	-36	-21%
O=C1CCCc2cc(S(=O)(=O)N3CCCC(C(=O)NCc4ccccc4)C3)ccc2N1 (stereo not drawn)	21%	nt	nt	5%	-4	nt
O=C(CSc1nc(-c2cccs2)cc(C(F)(F)F)n1)Nc1cc(OCC(F)(F)C(F)F)cc([N+](=O)[O-])c1	-2%	3.5µM*	2%	-3%	-1	-16%

Complete entries from above.
`O=C(C(=O)N1CCOCC1)c1cn(CCOc2ccccc2)c2ccccc12` as listed: AmpC detergent: 9%; HCV inhibitor: -13%; Giardia FBPA inh: 0%; Sm TGR inh: nt; HCMV inh: -1; AmpC no deterg: 221%[activator]
`CN(Cc1ccc(OCC(O)CN2CCCCC2)cc1)Cc1ccnc2ccccc12` (stereo not drawn) as listed: AmpC detergent: 1%; HCV inhibitor: 5.6µM*; Giardia FBPA inh: -2%; Sm TGR inh: 7%; HCMV inh: -66*; AmpC no deterg: 77%[activator]

Among those listed so far, these contain a thiophene ring, fused or not:
SMILES	AmpC detergent	HCV inhibitor	Giardia FBPA inh	Sm TGR inh	HCMV inh	AmpC no deterg
CSCCC(NS(=O)(=O)c1cccs1)C(=O)Nc1ccc(C)c(Cl)c1 (stereo not drawn)	5%	nt	nt	5%	-7	nt
O=C(CSc1nc(-c2cccs2)cc(C(F)(F)F)n1)Nc1cc(OCC(F)(F)C(F)F)cc([N+](=O)[O-])c1	-2%	3.5µM*	2%	-3%	-1	-16%

Single entries from above.
Cc1ccc(NC(=O)c2ccc(S(=O)(=O)NCc3cccnc3)cc2)cc1C | HCMV inh: 3
O=S(=O)(c1ccc(OC(F)(F)F)cc1)N1CCCC(c2ccccc2)C1 (stereo not drawn) | HCMV inh: 51
COc1ccc(Cl)cc1S(=O)(=O)N1CCC(C(=O)NCCC2=CCCCC2)CC1 | HCV inhibitor: -10%
COc1ccc(CN2CCN(C3CCSCC3)CC2CCO)c(C)c1C (stereo not drawn) | HCMV inh: 18
CCOC(=O)C1CCN(CCC(=O)Nc2ccc(OC)cc2)CC1 | Sm TGR inh: -2%

Continued:
SMILES	AmpC detergent	HCV inhibitor	Giardia FBPA inh	Sm TGR inh	HCMV inh	AmpC no deterg
O=C(NCC(=O)N1CCN(S(=O)(=O)c2ccccc2F)CC1)c1ccc(Br)o1	-1%	6%	nt	?	16	3%
O=c1[nH]c2ccccc2cc1-c1noc(-c2cccnc2)n1	-9%	15%	3%	2%	28	-25%
CCCc1cc2c(=O)c(-c3ccccn3)coc2cc1OC	-6%	-25%	8%	1%	?	-22%
O=C(CN1CCOCC1)Nc1nc2cc([N+](=O)[O-])ccc2s1	-10%	13%	-7%	-12%	36	-15%
COc1ccc(OC)c(CCNC(=O)C2=C(C)C(=O)OC23CCC(C)CC3)c1 (stereo not drawn)	16%	nt	nt	-1%	?	nt
CCCCc1nc2c(=O)[nH]c3ccccc3c2o1	?	3%	11%	?	-35	-1%
Cc1cc2oc(=O)cc(CN3CCCCC3C)c2cc1Cl (stereo not drawn)	-1%	?	-19%	-4%	-3	-23%
CCc1ccc(N(C(=O)c2csnn2)C(C(=O)NC(C)(C)C)c2ccncc2)cc1 (stereo not drawn)	-10%	10%	7%	-11%	-11	13%
CC1(C)CC(=O)C=C(Nc2cccc(O)c2)C1	?	1%	-6%	-10%	-5	-17%
CC(=O)c1ccc(OC(C)c2nc3ccccc3s2)cc1 (stereo not drawn)	3%	-18%	11%	-7%	60	-2%
COC(=O)c1ccc(CNC(=O)CCC(=O)N2CCOCC2)cc1	nt	6%	nt	nt	?	-4%
CC(=O)Nc1cccc(-c2nnc(SCC(=O)c3cc([N+](=O)[O-])ccc3Br)o2)c1	-2%	nt	nt	-8%	-13	nt

Compound activity: PubChem, National Center for Advancing Translational Sciences (NCATS)
